RXFP1 antag = RXFP1 (human) relaxin receptor antagonism | HEK293-RXFP1, relaxin-stimulated cAMP HTRF, 30 min; hits give low values | activity change, negative = inhibition, % at 57.5 µM | 0.59% of 350,000 active;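 active means activity change of -60% or lower, but not beyond a set lower limit; inconclusive means change between -60% and -40%, or beyond the set limit; inactive means change above -40%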; further: on the % scale 0 is the no-effect control and ±100 the full control effect
D1 potentiator = potentiators of human D1 dopamine receptor; P21728; HEK293 TREx D1 cells, calcium flux, dopamine EC20 potentiation; potentiation, % at 10 µM; 0.036% of 360,000 active; in the data active means potentiation above about 30%; further: 0% is about no effect
Target sequence (P21728 whole entry, looked up): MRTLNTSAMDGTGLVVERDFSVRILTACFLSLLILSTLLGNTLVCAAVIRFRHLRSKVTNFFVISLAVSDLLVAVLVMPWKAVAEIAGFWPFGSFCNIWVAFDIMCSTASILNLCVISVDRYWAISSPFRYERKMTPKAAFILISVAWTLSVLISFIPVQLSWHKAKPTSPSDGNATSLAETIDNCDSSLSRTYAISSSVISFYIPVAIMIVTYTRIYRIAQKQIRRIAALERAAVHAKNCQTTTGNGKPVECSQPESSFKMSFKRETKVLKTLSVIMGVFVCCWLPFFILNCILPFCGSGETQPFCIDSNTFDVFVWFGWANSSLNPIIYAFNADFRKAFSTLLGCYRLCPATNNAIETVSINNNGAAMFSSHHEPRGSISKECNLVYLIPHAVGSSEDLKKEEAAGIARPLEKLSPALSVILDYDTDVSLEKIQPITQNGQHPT
TRHR agonist = TRH receptor (human) agonism. activation, % at 2 µM. AID 493084. 0.18% of 360,000 active. TRHR cells, calcium flux fluo-8, FDSS agonist mode. P34981; in the data active means activation above about 30%; further: 0% is about no effect
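Steps: seed TRHR cells overnight; add fluo-8 no-wash Ca dye, RT 30 min–1.5 h; record 10 s baseline; pin-transfer compounds; monitor fluorescence 1 cycle/s for the agonist window. Calcium increases flag candidate agonists.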
D1 ag = human D1 receptor agonism; 1% of 360,000 active; AID 504660; HEK293 T-REx D1 cells, calcium flux, agonist mode; activation, % at 2 µM; P21728; in the data active means activation above about 30%; further: 0% is about no effect
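Inducible HEK293 T-REx D1 cells, force-coupled to calcium signalling, were plated at 4000 cells/well with tetracycline and held overnight at 30 C. After no-wash calcium dye loading, compound-evoked calcium rise over 180 s flagged agonists.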
Anesthetic bind = binds horse apoferritin like a general anesthetic; P02791; apoferritin/1-aminoanthracene competitive binding, fluorescence; Potency, µM (series often up to 77.5 µM), inactives show at the top dose activity change, negative = displacement, most hits filed as inhibitors; 0.074% of 350,000 active; further: potency means the concentration at half of the fitted maximal effect; on the % scale 0 is the no-effect control and ±100 the full control effect; nearly all actives have a fitted effect of over 20% in size
Target sequence (P02791 2-175 limits assumed): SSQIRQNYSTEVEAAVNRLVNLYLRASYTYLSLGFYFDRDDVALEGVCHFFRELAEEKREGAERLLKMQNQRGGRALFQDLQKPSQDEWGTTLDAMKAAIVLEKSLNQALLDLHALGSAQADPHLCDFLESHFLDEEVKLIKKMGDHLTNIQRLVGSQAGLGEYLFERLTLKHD
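Steps: apoferritin (10 uM) was premixed with half-saturated 1-AMA in PBS, compounds were pin-transferred, plates stood 10 min at room temperature, fluorescence was read at 380/535 nm, and curves were fitted with a Hill equation.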
RXFP1 ag = agonists of human relaxin receptor RXFP1; Q9HBX9; HEK293T-RXFP1 cAMP TR-FRET, 30 min; response scale: percent of porcine relaxin response, buffer zero; Potency, µM (highest dose often 57.5 µM), for inactives: top-dose activation, usual class: activators; 0.3% of 370,000 active; AID 2676; further: potency means the concentration at half of the fitted maximal effect; on the % scale 0 is the no-effect control and ±100 the full control effect; nearly all actives have a fitted effect of over 60% in size; many of its hits are not listed in these tables
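HEK293 cells stably expressing RXFP1, treated 30 min at 37C with compounds plus PDE4 inhibitor Ro 20174; cAMP measured by HTRF TR-FRET. Normalized to buffer and 29 nM porcine relaxin; EC50 by Hill fit.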
D1 antagonist = blocks dopamine activation of the human D1 receptor | 3.2% of 360,000 active | HEK293 TREx D1 cells, calcium flux, dopamine EC80; hits give low values | activity change, negative = inhibition, % at 10 µM; in the data active means activity change below about -30%; further: on the % scale 0 is the no-effect control and ±100 the full control effect
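Tetracycline-induced HEK293 Trex D1 cells, force-coupled to calcium, dye-loaded; compounds added and read 180 s, then EC80 dopamine added and calcium flux tracked kinetically another 180 s.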
D2 potentiator = D2 dopamine receptor (human) potentiation; HEK293 T-REx D2, calcium flux, EC20 dopamine potentiation; AID 485347; potentiation, % at 10 µM; 0.34% of 340,000 active;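 active means potentiation over 3 SD above the plate norm, cut at about 30% in these data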; further: 0% is about no effect
Target sequence (P14416 whole entry, looked up): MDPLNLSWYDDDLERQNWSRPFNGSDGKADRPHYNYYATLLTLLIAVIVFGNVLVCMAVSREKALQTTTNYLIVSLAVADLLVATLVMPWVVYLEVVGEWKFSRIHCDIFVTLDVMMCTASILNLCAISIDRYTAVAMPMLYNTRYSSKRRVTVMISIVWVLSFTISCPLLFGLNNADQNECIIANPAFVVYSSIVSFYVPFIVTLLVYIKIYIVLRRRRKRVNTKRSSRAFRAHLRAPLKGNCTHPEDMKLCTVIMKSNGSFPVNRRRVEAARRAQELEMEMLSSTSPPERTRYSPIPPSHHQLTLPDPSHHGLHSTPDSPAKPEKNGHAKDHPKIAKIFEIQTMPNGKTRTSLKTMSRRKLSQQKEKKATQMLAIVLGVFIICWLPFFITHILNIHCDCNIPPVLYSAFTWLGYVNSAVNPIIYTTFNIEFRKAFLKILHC
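Cells plated with tetracycline inducer and held overnight at 30 C; calcium dye loaded 30–90 min at room temperature; baseline taken, compound added and read 180 s; EC20 dopamine then added and read 180 s.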
TRHR enhancer = TRH receptor (human) allosteric enhancement; P34981; AID 493056; TRHR cells, fluo-8 calcium fluorescence, EC20 TRH enhancement; enhancement, % at 2 µM; 0.66% of 360,000 active; in the data active means enhancement above about 30%; further: 0% is about no effect
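Enhancer read-out: after compound pinning and an initial kinetic agonist-mode read, an EC20 of TRH (10 nM final) was injected and fluo-8 calcium signal (Ex 480/Em 530) followed at 1 s/cycle for 100 cycles in TRHR-expressing cells.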
* marks the source's active call; other numbers are inactive results; ? = inconclusive; . = not tested or not shown; [ ] = dose if it differs, or a comment. Unless noted, the call rests on the fitted dose curve; in most records, active means well fitted curve in the direction sought with a large enough effect; inconclusive means small, poorly fitted or top-dose-only effect, or another doubt; inactive means no such curve, though single readings can be large; an effect the other way counts as inactive or inconclusive. These rows are one share of the data, so the mix of outcomes need not match the whole.

SMILES	RXFP1 antag	D1 potentiator	TRHR agonist	D1 ag	Anesthetic bind	RXFP1 ag	D1 antagonist	D2 potentiator	TRHR enhancer
O=C(COc1ccc(S(=O)(=O)N2CCCC2)cc1)Nc1ccc2c(c1)OCCO2	6	-1	0.2	0	-13%	0.1%	-2	3	3
Cc1ccc(-n2nc(C)c3c(C)c(CCC(=O)NCc4cccc(Cl)c4)c(C)nc32)cc1C	.	0	-1.0	2	-8%	0.5%	-4	9	4
COc1cccc(N2CCN(C(=O)c3ccc(CS(=O)Cc4ccc(Cl)cc4)o3)CC2)c1 (stereo not given)	-23	-4	-0.5	11	-2%	2.2%	-6	14	-4
Cc1ccc(NC(=O)c2cccc(S(=O)(=O)N3CCc4ccccc4C3)c2)nc1	-8	0	-0.1	0	.	0.2%	-2	5	-4
COc1ccc(OC)c(-c2cc(C(=O)N3CCN(c4ccccc4)CC3)no2)c1	4	-3	0.3	2	62%[activator]	1.9%	5	-11	-1
COc1ccc(-n2nc(C(=O)NCC(=O)Nc3ccc(F)cc3)c3ccccc3c2=O)cc1	7	0	-2.0	5	2%	19%	10	-8	6
O=C(c1cccs1)N(Cc1ccc(F)cc1)C1CCS(=O)(=O)C1 (stereo not given)	-11	4	0.2	1	-8%	-0.9%	2	13	-2
CSc1ccc(S(=O)(=O)NC2CC2)cc1	3	1	-0.1	2	-2%	-1.5%	-4	5	3
COc1ccccc1C(=O)N(Cc1ccco1)C1CCS(=O)(=O)C1 (stereo not given)	1	-5	0.1	3	6%	0.6%	6	4	3
N#CCCN(C(=O)COC(=O)CCc1ccccc1)c1ccccc1	-7	-1	0.1	1	-7%	-4.1%	-3	4	2
COc1ccc(CCNC(=O)CNS(=O)(=O)c2ccc(Br)s2)cc1OC	7	-3	0.8	1	-14%	-0.9%	-3	-13	-6
CC1(C)CC(=O)C2=C(C1)NC(SCC(=O)Nc1ccccc1)=C(C#N)C2c1ccco1 (stereo not given)	-16	11	1.0	3	?	0.0%	7	10	6
Cc1cc(C(=O)NCc2ccccc2C)c2c(C)nn(-c3cccc(F)c3)c2n1	-1	-7	-0.1	4	4%	1.0%	-46*	-9	11
COc1ccc(NC(=O)/C=C/c2ccc(OC)c(OC)c2)cn1	-12	-6	-0.2	3	-7%	0.6%	10	13	-2
CCOC(=O)CC(=O)NC(C)(C)CCCCC(C)(C)NC(=O)CC(=O)OCC	4	8	0.2	2	10%	9.7%	-19	-4	-4
CC1=C(C(=O)OC(C)C)C(c2cccs2)N2C(=O)C(C)SC2=N1 (stereo not given)	2	-8	-0.3	1	?	0.1%	7	27	-3
COc1ccccc1NS(=O)(=O)c1cccc(NC(=O)Nc2ccccc2)c1	.	-13	-0.7	8	1%	-0.7%	-33*	5	-5
Cc1ccc(C(NC(=O)N2CCOCC2)=C(Cl)Cl)cc1F	-23	-2	-2.6	-1	-15%	-0.1%	-37*	16	2
CC1(C)CC2CC(C)(CN2C(=O)c2ccccc2)C1 (stereo not given)	17	-4	-1.0	0	?	-1.6%	4	-5	-5
O=C1C(=O)N(CC(=O)N2CCCC2)c2ccccc21	1	0	1.1	2	-5%	1.7%	6	10	-3
COc1ccc(NC(=S)Nc2ccc(S(N)(=O)=O)cc2)c(OC)c1	-1	-2	0.1	1	-1%	-0.2%	1	-5	-3
COC(=O)C1=C(CS(=O)(=O)c2cc(Cl)ccc2OC)NC(=O)NC1c1ccc(O)c(OC)c1 (stereo not given)	20	0	0.9	-1	-14%	0.2%	0	9	-2
COc1ccc(/C=N\N=C2/SC(CC(=O)O)C(=O)N2c2ccc(O)cc2)cc1OC (stereo not given)	-13	2	0.7	3	-3%	0.0%	8	-12	0
Fc1cc2nc(-c3ccncc3)[nH]c2cc1F	.	1	-0.2	1	-11%	3.0%	5	-5	-5
CCOC(=O)C1C(=O)C=C(c2ccc(NS(C)(=O)=O)cc2)CC1c1ccco1 (stereo not given)	-22	-2	5.3	20	-13%	-4.4%	32	10	-1
Cc1ccc(N2CCN(C(=O)C3CCN(c4ncnc5c4nc4n5CCCCC4)CC3)CC2)c(C)c1	4	-3	-0.7	-1	-12%	-0.7%	-18	-5	9
Cc1sc2ncn(CC(=O)NC3CCCCC3)c(=O)c2c1C	15	-9	0.1	-1	.	1.5%	15	1	2
Cc1c(Cl)cnc(NC(=O)COC(=O)c2cccc(S(=O)(=O)N3c4ccccc4CC3C)c2)c1Cl (stereo not given)	-4	2	-0.7	8	0%	-0.1%	-7	-3	2
CC(Cc1cccs1)NC(=S)Nc1ccccc1 (stereo not given)	4	2	-0.3	1	-16%	0.2%	-8	7	-1
O=C(Cn1c2ncccc2c(=O)n1-c1ccccc1)Nc1ccc(Cl)cc1C(F)(F)F	-1	-1	0.1	1	-8%	18%	6	2	11
COc1ccc(OCC(=O)Nc2cc(NC(=O)c3ccco3)ccc2OC)cc1	4	-6	0.5	2	-8%	-0.2%	0	9	-4
CC(=O)Nc1ccc(Nc2ncnc3c2cnn3-c2ccc(C)cc2C)cc1	5	-4	-0.1	-2	-12%	0.0%	.	7	-9
CCOC(=O)c1cc(NC(=O)c2cc(C)on2)cc(C(=O)OCC)c1	-15	0	-0.4	2	-4%	0.1%	13	-1	-22
CC(C)COc1cccc(C(=O)NC(=S)Nc2cccc(NC(=O)c3ccccc3Cl)c2)c1	-1	2	0.6	8	-10%	1.3%	-4	-7	-2
Nc1nc(NCc2ccccc2)nc(NCCO)c1[N+](=O)[O-]	1	-8	0.3	2	-10%	3.0%	6	6	2
Cc1cc(-c2n[nH]c(=S)o2)c(C)n1-c1ccccc1	-30	-5	-0.2	0	-12%	-0.1%	1	2	8
COc1ccccc1-c1nn(-c2ccccc2)cc1C(=O)NCC(c1ccco1)N1CCCC1 (stereo not given)	7	-1	1.4	1	.	0.7%	7	-27	-1
CCOC(=O)c1cc(S(=O)(=O)Nc2cccc(OC)c2)cn1C	2	-2	-0.6	13	-11%	2.1%	4	-13	-3
CCS(=O)(=O)C1=NSC2=NC(=O)/C(=C\c3cc(C)n(-c4cccc(OC)c4)c3C)C(=N)N21	-1	-4	1.4	1	-1%	4.4%	3	.	-6
Cn1c(SCc2ccccn2)nnc1-c1cnccn1	0	-1	-0.1	3	-3%	1.8%	13	-4	0
CCOC(=O)N1CCN(C(=O)c2ccc(OC)c(OC)c2)CC1	-2	-3	0.5	2	-9%	0.2%	0	-4	-2
C=CCNC(=S)N1CCN(CCN=Cc2c(C)[nH]n(-c3ccc([N+](=O)[O-])cc3)c2=O)CC1	-13	-1	0.8	2	-18%	27%	-10	1	-2
Cc1nc(SCc2ccccc2)c([N+](=O)[O-])[nH]1	-14	-1	0.0	2	0%	2.5%	8	-1	-2
CCCCCCCN=C(C)c1ccccc1O	-2	-2	0.6	2	0%	0.9%	3	3	5
Cc1cccc(-c2nc3c4ccccc4nc(N4CCN(c5ccccc5F)CC4)n3n2)c1	10	-7	0.1	1	26%	8.4%	-12	6	-3
COc1ccc(OC)c(/C=N/n2c(-c3n[nH]c4c3CCC4)n[nH]c2=S)c1	-11	-2	0.3	1	6%	0.0%	-3	5	9
CCC(C)(C)NC(=O)CN(C(=O)CCC(=O)Nc1ccccn1)c1ccc2c(c1)OCO2	20	-3	0.7	2	0%	0.5%	2	.	2
O=C(NCCO)/C(=C\c1ccc(Br)cc1)NC(=O)c1cccs1	-1	0	0.3	1	-3%	0.0%	-1	6	-3
Cc1cccc2c1CC(C)(C)N=C2C1=C(O)CC(C)(C)CC1=O	10	-3	0.9	1	-11%	1.2%	2	0	26
O=C(c1ccc(S(=O)(=O)N2CCCCCC2)cc1)N1CCN(Cc2ccccc2)CC1	-2	6	-0.3	3	.	3.0%	-1	22	-11
(list continues)
SMILES	RXFP1 antag	D1 potentiator	TRHR agonist	D1 ag	Anesthetic bind	RXFP1 ag	D1 antagonist	D2 potentiator	TRHR enhancer
O=C(c1ccc2c(c1)N(Cc1ccc(F)cc1)C(=O)c1ccccc1S2(=O)=O)N1CCN(Cc2ccccc2)CC1	.	1	0.8	7	-3%	2.1%	-5	-21	-9
Cc1ccc(Nc2nnc(SCC(=O)Nc3ccccc3[N+](=O)[O-])s2)cc1	-5	2	-0.3	1	-12%	-0.7%	-11	6	-8
CNC(=S)N(CCc1c(C)[nH]c2ccc(C)cc12)Cc1cc(OC)c(OC)c(OC)c1	.	-5	3.6	-1	-13%	0.0%	-1	-8	0
CCNC(=O)C(=O)Nc1ccc(OC)c(Cl)c1	-11	-4	-0.1	12	-4%	-1.1%	-14	8	-5
CC(OC(=O)c1cccnc1SCc1cc(=O)n2ccccc2n1)c1ccccn1 (stereo not given)	2	-1	-1.0	2	-21%	6.5%	9	30*	6
Cn1cnnc1SCc1ccccc1[N+](=O)[O-]	-1	-2	0.6	0	-3%	0.1%	6	-3	-2
COC(=O)CSc1nc(C)c(C(C)=O)cc1C#N	11	-2	0.3	-3	9%	0.7%	-5	7	-1
COc1ccc(NC(=O)CC2C(=O)NCCN2C(=O)c2ccc(Cl)cc2)cc1 (stereo not given)	1	5	0.5	3	2%	4.0%	4	5	4
CCOc1ccc(NC(=O)C(C)Sc2nnc3cc(C)c4ccccc4n23)cc1 (stereo not given)	-10	1	-0.2	-2	1%	0.3%	-4	11	0
O=C(c1ccccc1)c1nn(-c2ccc(Cl)cc2)cc1C(=O)c1cc2ccccc2oc1=O	6	-1	-0.7	0	-5%	5.9%	-9	11	10
CCOC(=O)Nc1ccc2c(CN3CCN(S(=O)(=O)c4ccc(C(C)C)cc4)CC3)cc(=O)oc2c1	-5	-6	0.5	1	.	1.3%	1	-4	2

3 compounds already listed, arranged by the number in TRHR enhancer, lowest first.
canonical_smiles	RXFP1 antag	D1 potentiator	D1 ag	Anesthetic bind	D1 antagonist	D2 potentiator	TRHR enhancer
CC(C)COc1cccc(C(=O)NC(=S)Nc2cccc(NC(=O)c3ccccc3Cl)c2)c1	-1	2	8	-10%	-4	-7	-2
Cc1sc2ncn(CC(=O)NC3CCCCC3)c(=O)c2c1C	15	-9	-1	.	15	1	2
CCCCCCCN=C(C)c1ccccc1O	-2	-2	2	0%	3	3	5

Screening results from PubChem BioAssay.
